# RORgamma inh: qHTS for inhibitors of ROR gamma transcriptional activity. AID 2551, 2010. Drosophila S2 Gal4-RORgamma UAS-luciferase reporter, 20 h. Nuclear receptor ROR-gamma (Mus musculus), P51450. 310,000 tested, 5.4% active. Potency, µM (titrated, usually from 53.6 µM), for the others: at the highest dose activity change, negative = inhibition, hits mostly inhibitors; also: potency is read from the fitted curve at half-maximal effect; % is scaled to controls: 0 for no effect and ±100 for the full control effect; nearly all actives have a fitted effect of over 60% in size
# Target sequence (P51450 whole entry, looked up, the tested form may be a part): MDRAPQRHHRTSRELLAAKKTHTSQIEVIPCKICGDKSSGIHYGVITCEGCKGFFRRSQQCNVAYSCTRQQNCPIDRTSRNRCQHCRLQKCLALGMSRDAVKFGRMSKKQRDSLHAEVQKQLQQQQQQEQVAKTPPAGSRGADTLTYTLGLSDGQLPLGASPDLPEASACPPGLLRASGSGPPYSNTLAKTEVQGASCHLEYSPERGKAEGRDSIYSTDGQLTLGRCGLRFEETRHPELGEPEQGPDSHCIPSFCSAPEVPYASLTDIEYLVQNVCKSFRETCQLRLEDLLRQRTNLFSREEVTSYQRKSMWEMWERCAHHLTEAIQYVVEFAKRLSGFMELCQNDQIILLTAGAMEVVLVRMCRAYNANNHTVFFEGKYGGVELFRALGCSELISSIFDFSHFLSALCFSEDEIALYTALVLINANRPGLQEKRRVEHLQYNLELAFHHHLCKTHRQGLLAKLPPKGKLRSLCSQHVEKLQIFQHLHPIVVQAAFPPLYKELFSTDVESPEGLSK
#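 Stable Schneider cell line, Gal4 DNA-binding domain fused to ROR gamma, UAS-luciferase. Cmpd 1 hr RT → CuSO4 700 uM final → 20 hr RT → luciferase reagent 10 min → luminescence.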
# Rab9 promoter act: qHTS Assay for Rab9 Promoter Activators. Huh7 Rab9 promoter-luciferase reporter, luminescence, 24 h. Potency, µM (series often up to 9.22 µM), inactives show at the top dose activation, negative = inhibition, most hits filed as activators. 320,000 tested, 2.8% active; also: potency is read from the fitted curve at half-maximal effect; % of control where 0% means no effect; nearly all actives have a fitted effect of over 60% in size
#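 Cells were plated at 1500 per well in reduced-serum medium with 10% FBS and left 2 h. Compound in DMSO was then added for 24 h at 37 °C. Reporter signal was read by luminescence after 10 min with luciferase detection reagent.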
# Tb PFK inh: qHTS Assay to Find Inhibitors of T. brucei phosphofructokinase | ATP-dependent 6-phosphofructokinase (Trypanosoma brucei brucei), O15648 | T. brucei PFK, ADP-Glo luminescence | Potency, µM (top dose mostly 57.5 µM), without a hit: at the highest dose activity, negative = inhibition, actives largely listed as inhibitors | 330,000 tested, 0.17% active;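 also: potency is read from the fitted curve at half-maximal effect; 0% = uninhibited 1x PFK enzyme wells and -100% = no-enzyme wells; nearly all actives have a fitted effect of over 60% in size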
# Target sequence (O15648 whole entry, looked up): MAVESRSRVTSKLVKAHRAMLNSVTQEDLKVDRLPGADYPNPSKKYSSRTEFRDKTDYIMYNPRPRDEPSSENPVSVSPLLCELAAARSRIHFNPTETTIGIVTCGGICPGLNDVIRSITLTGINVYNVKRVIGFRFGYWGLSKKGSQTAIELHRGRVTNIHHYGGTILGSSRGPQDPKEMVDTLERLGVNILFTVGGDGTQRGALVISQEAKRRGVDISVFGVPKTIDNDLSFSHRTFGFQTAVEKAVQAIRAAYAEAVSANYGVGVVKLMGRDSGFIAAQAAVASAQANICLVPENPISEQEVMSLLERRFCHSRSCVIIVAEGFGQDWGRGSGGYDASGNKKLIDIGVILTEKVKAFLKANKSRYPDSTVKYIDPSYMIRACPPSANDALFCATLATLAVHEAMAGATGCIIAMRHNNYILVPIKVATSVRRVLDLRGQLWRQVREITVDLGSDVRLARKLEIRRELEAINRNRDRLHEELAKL
#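 PFK 1.25 nM, F6P 0.5 mM, ATP 0.1 mM, 0.1 M TEA pH 8.0, 5 mM MgCl2, 0.01% Tween20, 0.1% BSA; 45 min RT. ADP-Glo readout. qHTS titration up to 57 uM; curves fitted, compounds curve-classed.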
# ELG1 repair inh: qHTS screen for small molecules that inhibit ELG1-dependent DNA repair in human embryonic kidney (HEK293T) cells expressing luciferase-tagged ELG1 | HEK293T ELG1-luciferase reporter, luminescence, 16 h; DNA damage induced by 5-fluorouridine | Potency, µM (top dose mostly 46.1 µM), without a hit: at the highest dose activity change, negative = inhibition, actives largely listed as inhibitors | 330,000 tested, 2.3% active; also: potency is read from the fitted curve at half-maximal effect; % is scaled to controls: 0 for no effect and ±100 for the full control effect; nearly all actives have a fitted effect of over 55% in size
#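 Step one: seed 2,000 cells per well. Step two: pin-transfer compound or DMSO alongside 5-fluorouridine. Step three: incubate 16 hr, 37 °C, 5% CO2. Step four: add ONE-Glo, wait 30 min, read luminescence.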
# Gal4-VP16 FLuc: VP16 counterscreen qHTS for inhibitors of ROR gamma transcriptional activity | Drosophila S2 Gal4-VP16 UAS-luciferase, luminescence, 20 h | Potency, µM (series often up to 53.6 µM), without a hit: top-dose activity, negative = inhibition, hits mostly inhibitors | 310,000 tested, 3.5% active;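 also: Gal4-VP16 expression switched on by copper sulfate through the metallothionein promoter; potency is read from the fitted curve at half-maximal effect; % is scaled to controls: 0 for no effect and ±100 for the full control effect; nearly all actives have a fitted effect of over 50% in size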
# NPC1 promoter act: qHTS Assay for NPC1 Promoter Activators; Huh7 NPC1 promoter luciferase reporter, 24 h; Potency, µM (titrated, usually from 9.22 µM), for inactives: at the highest dose activation, most hits filed as activators; 320,000 tested, 2.4% active; AID 485313, 2010;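 also: potency is read from the fitted curve at half-maximal effect; % of control where 0% means no effect; nearly all actives have a fitted effect of over 60% in size; reporter is driven by a mutant NPC1 promoter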
#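 Stable NPC1-promoter luciferase Huh7 line; cpd (DMSO) 24 h, 37 °C, 5% CO2; Amplite luciferase reagent 10 min RT; luminescence readout. qHTS format.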
# ELG1 genotoxic: qHTS screen for small molecules that induce genotoxicity in human embryonic kidney (HEK293T) cells expressing luciferase-tagged ELG1; HEK293T ELG1-luciferase reporter, luminescence, 16 h; Potency, µM (titrated, usually from 46 µM), for the others: at the top dose activity change, positive = activation, actives largely listed as activators; 330,000 tested, 1.3% active; also: potency is read from the fitted curve at half-maximal effect; % of control where 0% means no effect; nearly all actives have a fitted effect of over 60% in size
#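 After overnight (16 hr) compound treatment at 37 °C, ELG1-luciferase HEK293T cells were lysed with ONE-Glo; luminescence quantified 30 min later at room temperature.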
# BRCA1 expr up: qHTS Assay to Identify Small Molecule Activators of BRCA1 Expression; 380,000 tested, 1.1% active; MCF7-BRCA1-FFLuc reporter, luminescence, 48 h; response scale: scaled: vehicle 0%, 10 µM genistein 100%; AID 624202, 2012; Potency, µM (highest dose often 46.1 µM), for the others: top-dose activation, most hits filed as activators; also: potency is read from the fitted curve at half-maximal effect; nearly all actives have a fitted effect of over 80% in size; some results filed as inactive show a strong effect at the top dose
#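 Luminescence from a BRCA1-driven firefly luciferase in MCF7 cells was the read-out, taken 15 min after substrate addition following 48 h compound exposure at 37 °C. Data were normalized to a 10 microM genistein control and DMSO vehicle.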
# p53 reactivator: qHTS assay for re-activators of p53 using a Luc reporter | H1299 p53-A138V BP100-luciferase reporter, luminescence, 24 h | Potency, µM (titrated, usually from 92.2 µM), without a hit: at the top dose activity change, positive = activation, most hits filed as activators | 320,000 tested, 0.063% active | AID 504706, 2011; also: potency is read from the fitted curve at half-maximal effect; % of control where 0% means no effect; nearly all actives have a fitted effect of over 45% in size
#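 p53-null H1299 cells stably carrying temperature-sensitive p53-A138V and a BP100-luciferase reporter were pinned with compounds (4-point, 1:5 series) and held 24 hrs at 37 deg C. Luminescence was read 10 min after detection reagent.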
# FLuc modulator: qHTS profiling assay for firefly luciferase inhibitor/activator using purifed enzyme and Km concentrations of substrates (counterscreen for miR-21 project); purified FLuc, Km substrates, luminescence inhibition; Luciferin 4-monooxygenase (Photinus pyralis), P08659; AID 588342, 2011; 360,000 tested, 6.9% active; Potency, µM (doses to about 57.5 µM), without a hit: at the highest dose activity change, negative = inhibition, usual class: inhibitors;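 also: potency is read from the fitted curve at half-maximal effect; plate controls were vehicle for no effect and reference inhibitor for full effect; nearly all actives have a fitted effect of over 55% in size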
#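 Purified P. pyralis luciferase (10nM final) with 10uM D-luciferin and 10uM ATP (Km levels) in 50mM Tris acetate pH 7.5, 10mM Mg acetate, 0.01% Tween-20, 0.05% BSA; qHTS 6-point titration, ~60 µM downward; luminescence read.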
# TRPV1 agonist: HTS Assay for Compounds that Act as Agonists of the Vanilloid Receptor 1 | TRPV1-expressing cells, Fluo-8 calcium influx, agonist mode | activation, % at 8.33 µM | 320,000 tested, 0.19% active | AID 540275, 2011; in the data active = activation above about 80%; inconclusive = between about 30% and that limit; also: 0% is about no effect
#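 Fluo-8 calcium influx in TRPV1-expressing cells, kinetic read (ex 480/em 520 nm). Compound added and read 3 min for agonist activity, followed by capsaicin at EC20 final and 2 min further read for enhancement.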
# The depositor's hits bear a star; ? = inconclusive; / = not tested or not shown; & = joins results of further samples; [ ] = another dose, or the depositor's remark. Unless noted, calls follow the shape of the dose curve; as a rule, active = well fitted curve in the direction sought with a large enough effect; inconclusive = small, poorly fitted or top-dose-only effect, or another doubt; inactive = no such curve, though single readings can be large; an effect the other way counts as inactive or inconclusive.
SMILES,RORgamma inh,Rab9 promoter act,Tb PFK inh,ELG1 repair inh,Gal4-VP16 FLuc,NPC1 promoter act,ELG1 genotoxic,BRCA1 expr up,p53 reactivator,FLuc modulator,TRPV1 agonist
CN(C)S(=O)(=O)c1cccc(C(=O)N=C2N=C3C=CC(Cl)=CN3Cc3ccccc32)c1,-28%,3.5µM*,0%,?,?,2.5µM*,?,?,17%,17µM*,0
COc1ccc(N2CCN(c3nc(NCCO)nc(N4CCOCC4)n3)CC2)cc1,-1%,4%,-4%,-23%,-2%,-4%,4%,0%,0%,8%,3
CCCCNc1ccccc1C(=O)OCC(=O)Nc1ccc(S(N)(=O)=O)cc1,14%,-2%,-8%,-3%,5%,-4%,0%,0%,1%,0%,?
O=[N+]([O-])c1cc(-c2n[nH]c(-c3ccccc3)n2)cc([N+](=O)[O-])c1,-17%,2%,-1%,?,4%,1%,0%,-73%,?,2%,-1
CCOC(=O)C1CCCN(C(=O)Cn2cnc3c2c(=O)n(C)c(=O)n3C)C1 (stereo not given),-18%,2%,-7%,-7%,-8%,1%,2%,1%,29%,6%,1
COc1ccc(-c2sc3cc(OC)c(OC)cc3c2C#CCCO)cc1,/,0%,0%,?,/,1%,-3%,-62%,-15%,4%,14
COc1ccc(C(=O)N2CCN(c3ccccc3)CC2)cc1S(=O)(=O)N1CCCC1,-4%,6%,-6%,-3%,6%,-4%,-7%,1%,-1%,3%,-2
COc1ccc2cc(CN(C(=O)Nc3ccccc3)C3CCCC3)c(=O)[nH]c2c1,6%,0%,-7%,?,1%,1%,3%,-21%,-6%,-9%,3
COc1ccc(C(=O)NNC(=O)C(=O)NCc2ccccc2)cc1,16%,1%,1%,5%,7%,-10%,-1%,-20%,6%,1%,-2
Cc1cc(N2CCOCC2)nc(-c2ccc(Br)cc2)n1,35%,2%,-1%,?,?,2%,-1%,-3%,-5%,-6%,18
Cc1cc(N/N=C/c2ccc(O)cc2O)nc(-n2nc(C)cc2C)n1,1µM*,-43%[inhibitor],1%,23µM*,0.71µM*,-32%[inhibitor],-7%,-51%,-6%,-9%,-8
CCCCN(C)C(=O)CS(=O)(=O)Cc1nc(-c2cccc(OC)c2)oc1C,43%,-8%,-5%,-17%,-5%,-1%,-1%,-44%,-2%,4%,17
Cc1cc(C)n2ncc(S(=O)(=O)c3ccccc3)c2n1,-2%,2%,-3%,18%,9%,-2%,3%,35%,-2%,1%,-1
CN(C(=O)COC(=O)CCC(=O)c1ccccc1)c1c(N)n(Cc2ccccc2)c(=O)[nH]c1=O,/,-3%,-2%,11%,/,-1%,4%,-15%,-2%,-2%,0
Cc1ccc(-c2nnc(N3CCOCC3)c3ccccc23)cc1S(=O)(=O)NCc1cccnc1,-1%,-1%,0%,?,-20%,0%,-13%,-18%,-7%,1%,1
CCOc1ccc(S(=O)(=O)N2CCC(C(=O)NCc3ccncc3)CC2)cc1C,19%,-4%,-5%,?,2%,-7%,1%,-15%,-10%,3%,?
CN(C(=O)c1cc2c(s1)-c1ccccc1S(=O)(=O)C2)c1ccccc1F,24%,20%,0%,?,7%,4%,-1%,36%,7%,?,7
Cc1cc(NC(=O)Cc2cccs2)nn1CC(=O)NCc1ccco1,16%,8%,-4%,6%,5%,-8%,0%,8%,5%,-12%,-2
O=C(Oc1cccc(C(=S)N2CCOCC2)c1)c1ccc([N+](=O)[O-])cc1[N+](=O)[O-],-26%,1%,-2%,11%,?,0%,1%,8%,26%,-7%,3
CCCc1nc2sc3c(=O)n(N)cnc3c2c2c1COC(C)(C)C2,2%,-2%,-8%,1%,-4%,7%,3%,/,-4%,2%,4
CCN(CC)c1ccc(/C=N/Nc2nc(C)cc(=O)[nH]2)c(O)c1,5µM*,-35%[inhibitor],3%,?,3.2µM*,-20%,16%,-86%,?,?,25
COc1ccc(-c2cc(C(=O)Nc3sc4c(c3C#N)CCCC4)c3ccccc3n2)cc1,-16%,0%,-2%,?,-6%,-1%,-2%,16%,11%,15µM*,-2
FC(F)(F)c1ccccc1/C=N/n1c(COc2ccccc2)n[nH]c1=S,5.6µM*,-12%,-24%,-3%,10µM*,3%,-3%,-3%,2%,0%,-3
CCN(CC)S(=O)(=O)c1ccc(NC(=O)Cn2c(=O)oc3ccccc32)cc1,13%,7%,-5%,-8%,4%,1%,-2%,1%,-3%,4%,23
CN(CC(=O)N1CCc2ccccc21)S(=O)(=O)c1ccc(Cl)cc1,?,-7%,0%,12%,16%,-4%,1%,-2%,-5%,-1%,11
CSc1ccccc1C(=O)Nc1cccc([N+](=O)[O-])c1C,-14%,-2%,5%,8%,-9%,-2%,-3%,-42%,-5%,-6%,0
Cc1ccc(S(=O)(=O)N2CCN(C(=O)CN3CCOCC3)C2C(C)C)cc1 (stereo not given),-23%,-1%,-1%,4%,0%,0%,-4%,3%,-5%,0%,3
CC(OC(=O)c1cccc(S(=O)(=O)N(C)C)c1)C(=O)NCc1ccc2c(c1)OCO2 (stereo not given),/,-13%,-5%,-4%,/,-1%,1%,-8%,-7%,-1%,0
O=C(NCc1ccc(Cl)cc1)C1=Cc2cc(Cl)ccc2OC1,?,1%,-8%,8%,-20%,-1%,-1%,-36%,7%,6%,?
C=CCn1c(SCCCC)nc(O)cc1=O,9%&11%,1%&-5%,4%&1%,-3%&-14%,0%&-3%,2%&-4%,3%&0%,0%&-33%,0%&2%,9%&-3%,10&4
COc1cc2c(cc1OC)/C(=C/C(=O)N1CCOCC1)NC(C)(C)C2,31%,0%,0%,2%,-13%,-5%,0%,-13%,-2%,5%,-2
COc1ccc(OC)c(-c2csc(NC(=O)CSc3ccc(Br)cc3)n2)c1,-16%,-3%,0%,?,-12%,0%,-2%,-20%,-3%,-2%,0
Cc1onc(-c2ccccc2Cl)c1C(=O)NC(=S)Nc1ccc(C(C)C)cc1,1.8µM*,-5%,-9%,0%,?,6%,-1%,-12%,4%,3%,7
COc1ccnc(Oc2ccccc2)c1C(=O)N/C=N/OCc1ccc(F)cc1Cl,?,2%,0%,18µM*,-11%,0%,-6%,-71%,-28%,-1%,18
C/C(CC(=O)Nc1ccccc1Br)=N\NC(=O)C(=O)N1CCCC1,-15%,3%,-3%,-1%,-27%,-3%,-2%,-26%,5%,3%,0
Cc1ccc(NS(=O)(=O)c2cccc(C(=O)N3CCCCC3)c2)cc1,/,/,0%,-32%,/,/,-4%,-24%,-2%,/,/
COc1ccc(OC)c(C2N(c3ccccn3)C(=O)C3CCCN32)c1 (stereo not given),0%,-2%,1%,-5%,-15%,0%,2%,-4%,0%,0%,0
COc1cc(OC)cc(-c2cc3nc(C)c(CCC(=O)NC(C)CCc4ccco4)c(C)n3n2)c1 (stereo not given),?,7%,-6%,13µM*,-18%,-4%,-23%,-69%,-28%,1%,-9
Cc1cc(C(=O)Nc2sc3c(c2C#N)CCCCC3)cs1,?,1.1µM*,-19%,?,?,?,0.82µM*,?,/,0.95µM*,?
COc1ccc(-c2cn(-c3ccc(C)cc3)c(=O)n2CC(=O)Nc2ccc(OC)cc2OC)cc1,30%,-5%,-4%,?,2%,1%,6%,16%,3%,?,27
Clc1cccc(CN2CCN(c3ncccn3)CC2)c1Cl,1%,0%,1%,-24%,4%,-3%,-5%,3%,-2%,0%,13
CCSc1n[nH]c(=S)s1,?,-1%,1%,-13%,?,-1%,0%,13%,1%,?,-4
CCc1c(C)[nH]c2ccc(OC)cc2c1=S,2%,-4%,2%,10%,-7%,-5%,-7%,-2%,-2%,?,-1
CCOC(=O)c1cc2cc(OC)ccc2[nH]1,-5%,4µM*,-1%,?,-20%,3.5µM*,?,5.6µM*,?,12µM*,-2

# An unsorted share of the library. About 15% of those tested had a hit in this group.
